# Assay outcomes from PubChem BioAssay.
# NPSR antagonist – neuropeptide S receptor (human) antagonism, cAMP; Potency, µM (top dose mostly 38.3 µM), without a hit: top-dose activity change, negative = inhibition, most hits filed as inhibitors; AID 1461; 1% of 220,000 active; Q6W5P4; CHO-NPSR cells, cAMP TR-FRET, antagonist mode; further: on the % scale 0 is the no-effect control and ±100 the full control effect; nearly all actives have a fitted effect of over 50% in size; many of its hits are not listed in these tables
# Target sequence (Q6W5P4 whole entry, looked up): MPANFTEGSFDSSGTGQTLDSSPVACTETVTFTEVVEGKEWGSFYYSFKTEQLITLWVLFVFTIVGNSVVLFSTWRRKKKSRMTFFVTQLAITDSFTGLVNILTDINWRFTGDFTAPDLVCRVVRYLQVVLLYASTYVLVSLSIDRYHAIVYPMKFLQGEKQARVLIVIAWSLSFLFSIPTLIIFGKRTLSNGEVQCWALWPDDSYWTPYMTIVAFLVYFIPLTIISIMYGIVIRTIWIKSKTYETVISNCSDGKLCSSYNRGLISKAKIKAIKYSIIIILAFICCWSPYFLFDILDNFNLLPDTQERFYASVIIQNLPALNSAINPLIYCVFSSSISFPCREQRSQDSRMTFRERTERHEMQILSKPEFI
# Tau fluor counter – counter-screen for tau fibril formation inhibitors; tau K18 P301L (four-repeat tau fragment) Alexa594 fluorescence, heparin fibrillization; Potency, µM (series often up to 57.7 µM), for inactives: at the top dose activity change, negative = decrease; 0.93% of 280,000 active; AID 1463; further: on the % scale 0 is the no-effect control and ±100 the full control effect; nearly all actives have a fitted effect of over 55% in size
#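 Human K18 P301L tau (15 uM unlabeled plus 0.24 uM Alexa 594-labeled, final) in 100 mM sodium acetate pH 7 was mixed with compound and 20 uM heparin and incubated 6 hr at 37 C.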
# ALDH1A1 block – blocks purified human ALDH1A1 activity; P00352; Purified ALDH1A1, NADH fluorescence, propionaldehyde substrate; Potency, µM (top dose mostly 75.3 µM), inactives show at the top dose activity, negative = inhibition, usual class: inhibitors; 7.3% of 220,000 active; active means well fitted inhibition curve with a large enough effect, not every such curve was filed as active; inconclusive means small, poorly fitted or top-dose-only effect, or another doubt; inactive means no such curve, though single readings can be large or run the other way;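 further: plate controls were no enzyme wells and a reference inhibitor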
# GAA inhib – alpha-glucosidase (human) inhibition; AID 1466; P10253; 0.005% of 200,000 active; Potency, µM (doses to about 76.9 µM), for the others: top-dose activity change, negative = inhibition, actives largely listed as inhibitors; purified human GAA, 4-MU-alpha-glucoside fluorescence;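 further: plate controls were uninhibited enzyme wells for no effect and no-enzyme background for full effect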
#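 Activity normalized between no-enzyme (basal) and enzyme-only wells. Conditions: 4 nM human enzyme, 400 uM fluorogenic substrate, citrate/phosphate pH 5.0 with Tween-20, 20 min room temperature, compounds up to 77 uM.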
# Epigenetic derep – derepresses silenced GFP reporter in murine cells. murine LDR cells, GFP reporter derepression, 30 h. Potency, µM (series often up to 53.9 µM), for the others: at the top dose GFP activation, hits mostly activators. 0.2% of 280,000 active. AID 1865; further: % of control where 0% means no effect; nearly all actives have a fitted effect of over 60% in size
#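 Murine LDR cells bearing a silenced CMV-driven GFP reporter were exposed to compound for 30 h at 37 C. After PBS washes, GFP-positive cells (20-120 um objects) counted by laser-scanning microplate cytometry.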
# GAA glycogen mod – alters human alpha-glucosidase cleavage of glycogen | AID 2100 | P10253 | Potency, µM (series often up to 76.4 µM), for inactives: top-dose activity change, negative = inhibition, hits mostly inhibitors | recombinant GAA, glycogen substrate, Amplex Red glucose oxidase fluorescence | 0.38% of 300,000 active;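 further: 0% = full enzyme reaction and -100% = no-enzyme basal signal; the screen sought inhibitors and activators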
#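 Recombinant human enzyme (4 nM); glycogen substrate; 37 C, 40 min, pH 5.0. Readout: coupled glucose oxidase/Amplex Red fluorescence.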
# aGal spleen mod – inhibits or activates alpha-galactosidase in human spleen homogenate; 0.008% of 240,000 active; human spleen homogenate, 4MU-alpha-Gal fluorescence, 40 min; Potency, µM (doses to about 80 µM), for inactives: top-dose activity change, negative = inhibition, usual class: inhibitors; P06280;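 further: 0% = enzyme with vehicle and -100% = no enzyme basal signal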
# Target sequence (P06280 32-429 limits assumed): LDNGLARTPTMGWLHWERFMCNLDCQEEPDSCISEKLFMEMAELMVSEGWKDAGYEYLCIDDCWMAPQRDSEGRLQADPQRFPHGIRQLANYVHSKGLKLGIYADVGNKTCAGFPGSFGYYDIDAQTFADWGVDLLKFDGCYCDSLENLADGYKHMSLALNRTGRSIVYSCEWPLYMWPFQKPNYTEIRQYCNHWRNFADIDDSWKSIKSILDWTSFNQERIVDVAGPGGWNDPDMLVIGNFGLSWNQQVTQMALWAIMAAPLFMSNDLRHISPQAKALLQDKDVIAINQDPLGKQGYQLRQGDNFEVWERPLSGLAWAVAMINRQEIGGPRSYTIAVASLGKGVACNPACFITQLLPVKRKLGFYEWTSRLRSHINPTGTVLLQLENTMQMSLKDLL
#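 Fluorogenic readout (Ex 365/Em 440 nm) of 4-methylumbelliferone released from 1 mM 4-MU-alpha-galactoside by spleen homogenate, 40 min at 37C, pH 5.0. Data normalized to no-enzyme and enzyme controls; Hill-equation AC50 from compound titrations.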
# GAA spleen mod – lysosomal alpha-glucosidase (human) modulation; human spleen homogenate, 4-MU-alpha-glucoside fluorescence; Potency, µM (highest dose often 79.9 µM), for the others: at the top dose activity change, negative = inhibition, hits mostly inhibitors; 0.006% of 240,000 active;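 further: 0% = enzyme with vehicle and -100% = no enzyme basal signal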
#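 Compounds were titrated against alpha-glucosidase in spleen homogenate at pH 5.0, with 1 mM 4-methylumbelliferyl substrate for 40 min at 37 C. Reactions were quenched with pH 10 NaOH/glycine and fluorescence measured.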
# * marks the source's active call; other numbers are inactive results; ? = inconclusive; / = not tested or not shown; & = joins results of further samples; [ ] = dose if it differs, or a comment. Unless noted, the call rests on the fitted dose curve; in most records, active means well fitted curve in the direction sought with a large enough effect; inconclusive means small, poorly fitted or top-dose-only effect, or another doubt; inactive means no such curve, though single readings can be large; an effect the other way counts as inactive or inconclusive. Potency means the concentration at half of the fitted maximal effect. A portion of the library. The share of hits here may be higher or lower than overall.
smiles | ALDH1A1 block | GAA spleen mod | GAA inhib | aGal spleen mod | GAA glycogen mod | NPSR antagonist | Tau fluor counter | Epigenetic derep
Cc1nnc(NC(=O)C2CCN(c3cnccn3)CC2)s1 | 6% | 9% | 11% | 4% | 5% | -7%[46.1 µM] | 1% | -1.2%
CCN1CCCC1CNC(=O)Cn1cccc1C(=O)c1ccccc1 (configuration not stated) | 4% | 2% | 3% | 7% | -4% | -5%[46.1 µM] | -3% | 0.0%
CCCCONc1ncnc2nonc12 | 11% | -6% | -9% | 1% | -3% | 4% | 1% | -2.0%
Nc1nc(NCCCN2CCOCC2)nc(Nc2ccccc2F)c1[N+](=O)[O-] | / | -3% | / | 4% | 2% | 0%[7.67 µM] | -15% | -0.3%
COc1ccc(-c2cc(C(F)(F)F)nc(SCc3cccc(C(=O)O)c3)n2)cc1 | ? | -12% | 4% | 5% | -6% | -9%[46.1 µM] | -1% | 0.0%
O=C(COC(=O)c1ccccc1Nc1ccccc1)NCc1ccccc1Cl | ? | -4% | ? | 1% | 10% | -18% | -15% | -1.0%
O=C(NNC(=O)C1CC1)c1ccc(-c2ccccc2)cc1 | 1% | -2% | 11% | -2% | 7% | 9%[46.1 µM] | -3% | -0.1%
O=C(Nc1ccccc1Cl)C1CCCN(S(=O)(=O)c2ccc(F)cc2)C1 (configuration not stated) | 5% | -7% | -2% | 6% | -6% | -9%[46.1 µM] | -13% | 0.0%
CN=C(Nc1cc(C)nn1-c1ccccc1)c1ccccc1 | 7% | -1% | ? | -6% | -9% | -9%[46.1 µM] | 0% | 0.0%
CCc1cccc(NC(=O)CCSCCC(=O)Nc2cccc(CC)c2)c1 | -8% | -1% | -6% | -4% | -11% | -11%[46.1 µM] | ? | 0.0%
O=C(O)/C=C\C(=O)NNC(=O)c1cc(-c2ccccc2)n[nH]1 | 25µM* | 3% | -8%[15.4 µM] | -11% | -21% | -26% | -11% | -5.3%
O=C(Nc1ccc(F)cc1)c1cn(-c2ccccc2)nc1-c1ccncc1 | 2% | -13% | -3% | -3% | -4% | -12% | ? | 4.2%
O=C(C1=C(O)C(=O)N(Cc2ccco2)C1c1ccccc1)c1cccs1 (configuration not stated) | 0% | -20% | -3% | -5% | 5% | -1%[46.1 µM] | 4% | -1.1%
COc1cccc(/C=C/C(=O)OCC(=O)Nc2ccc(Cl)c(S(=O)(=O)N(C)C)c2)c1OC | ? | -1% | -9% | 12% | -5% | -11% | ? | 2.9%
CCOC(=O)c1c(/N=C/C2=C(O)CCCC2=O)sc(C)c1C | -7% | -3% | 2% | 3% | 0% | -5% | -15% | -1.9%
COc1ccccc1NC(=S)N1CCn2cccc2C1c1cccnc1 (configuration not stated) | -14% | 1% | -11% | -2% | -10% | -17% | -9% | 7.7%
COC(=O)COc1cccc(NS(=O)(=O)c2cccc([N+](=O)[O-])c2)c1 | 1% | 3% | 2% | 3% | 6% | 4% | -8% | 0.5%
Cc1ccc(CNC(=O)c2ccc(S(=O)(=O)Nc3c(C)n(C)n(-c4ccccc4)c3=O)cc2)cc1 | / | 1% | / | -3% | -7% | 5% | -8% | -2.2%
O=C(NNc1ccc([N+](=O)[O-])cc1)C1C2CCCCC21 (configuration not stated) | 25µM* | -1% | 0% | 0% | 0% | 3% | -15% | 0.3%
Cc1ccc(CC(=O)N2CCC(c3nc4c(nnn4Cc4ccccc4)c(=O)[nH]3)CC2)cc1 | -7% | -7% | -3% | -4% | 2% | -10%[46.1 µM] | -5% | -1.0%
O=C(c1ccccc1[N+](=O)[O-])N1CCCN(C(=O)c2ccccc2[N+](=O)[O-])CC1 | 14% | -1% | -2% | 2% | -3% | 5% | -4% | 0.2%
Cc1sc2nc(SCC(=O)NCCOCCO)nc(N)c2c1C | -1% | -9% | ? | -7% | -4% | -10% | 10% | -0.1%
CCOC(=O)C1=C(C)NC(C)=C(C(=O)OCC)C1/C=C/c1ccccc1 | ? | -7% | 0% | 5% | -13% | -21%[46.1 µM] | ? | -3.2%
O=C1NC(=Nc2ccc(F)cc2)SC1Cc1ccc(F)cc1 (configuration not stated) | / | 10% | / | 9% | -6% | 36% | -12% | 1.8%
CCOc1ccc(C(C(=O)NC2CCCC2)N(Cc2ccccc2)C(=O)c2nsc(Cl)c2Cl)cc1 (configuration not stated) | 1% | 0% | -4% | 4% | -4% | ? | -11% | 0.0%
COc1ccc(OCC2CNC(=O)O2)cc1 (configuration not stated) | 4% | -3% | 6% | -7% | -4% | 7% | -3% | 12%
c1ccc(CSc2nnc(-c3c[nH]c4ccccc34)o2)cc1 | 6% | 5% | -6% | 9% | 9% | -19%[46.1 µM] | ? | -0.2%
O=C(O)c1cc2c(N3CCC(Cc4ccccc4)CC3)ncnc2s1 | ? | / | -15% | -4% | 0% | -39% | 0% | -1.3%
O=C(NCCC1=CCCCC1)C1CCCN(S(=O)(=O)c2cnc[nH]2)C1 (configuration not stated) | -8% | 2% | -2% | -2% | -3% | -7%[46.1 µM] | -3% | -2.8%
CCOC(=O)c1cc2c(=O)n3cccc(C)c3nc2n(C)c1=N | ? | 13% | ? | ? | 11% | 12%[7.67 µM] | -7% | -0.3%

# Among those listed so far, 8 contain a halogen.
smiles | ALDH1A1 block | GAA spleen mod | GAA inhib | aGal spleen mod | GAA glycogen mod | NPSR antagonist | Tau fluor counter | Epigenetic derep
Nc1nc(NCCCN2CCOCC2)nc(Nc2ccccc2F)c1[N+](=O)[O-] | / | -3% | / | 4% | 2% | 0%[7.67 µM] | -15% | -0.3%
COc1ccc(-c2cc(C(F)(F)F)nc(SCc3cccc(C(=O)O)c3)n2)cc1 | ? | -12% | 4% | 5% | -6% | -9%[46.1 µM] | -1% | 0.0%
O=C(COC(=O)c1ccccc1Nc1ccccc1)NCc1ccccc1Cl | ? | -4% | ? | 1% | 10% | -18% | -15% | -1.0%
O=C(Nc1ccccc1Cl)C1CCCN(S(=O)(=O)c2ccc(F)cc2)C1 (configuration not stated) | 5% | -7% | -2% | 6% | -6% | -9%[46.1 µM] | -13% | 0.0%
O=C(Nc1ccc(F)cc1)c1cn(-c2ccccc2)nc1-c1ccncc1 | 2% | -13% | -3% | -3% | -4% | -12% | ? | 4.2%
COc1cccc(/C=C/C(=O)OCC(=O)Nc2ccc(Cl)c(S(=O)(=O)N(C)C)c2)c1OC | ? | -1% | -9% | 12% | -5% | -11% | ? | 2.9%
O=C1NC(=Nc2ccc(F)cc2)SC1Cc1ccc(F)cc1 (configuration not stated) | / | 10% | / | 9% | -6% | 36% | -12% | 1.8%
CCOc1ccc(C(C(=O)NC2CCCC2)N(Cc2ccccc2)C(=O)c2nsc(Cl)c2Cl)cc1 (configuration not stated) | 1% | 0% | -4% | 4% | -4% | ? | -11% | 0.0%

# (list continues)
smiles | ALDH1A1 block | GAA spleen mod | GAA inhib | aGal spleen mod | GAA glycogen mod | NPSR antagonist | Tau fluor counter | Epigenetic derep
Cc1cccc(C)c1NC(=O)[C@H](C)N | 6%[20.9 µM] | 5%[29.1 µM] | / | 7%[29.1 µM] | / | / | / | 0.0%[16.9 µM]
CC(C)(C)CC(=O)NC(=S)NCCc1ccccc1 | -2% | 8% | -2% | 5% | -7% | -9%[46.1 µM] | -17% | -0.4%
Cc1cc(NC(=O)CSCc2ccccc2)no1 | -7% | -12% | 4% | 3% | -9% | -1% | 3% | -0.4%
CCOC(=O)CN1CC23C=CC(O2)C(C(=O)NCc2ccccc2OC)C3C1=O (configuration not stated) | 9% | 3% | 1% | 4% | 3% | -3%[46.1 µM] | -1% | -0.8%
COc1ccc(N/C=C/C(=O)C(F)(F)F)cc1 | -6% | -15% | -1% | -1% | -25% | 2% | -4% | 0.0%
COc1ccc(S(=O)(=O)Cc2ccc(C(=O)N3CCN(c4cccc(C)c4)C(C)C3)o2)cc1 (configuration not stated) | -1% | -7% | -12% | -1% | 5% | 6%[46.1 µM] | -13% | 0.4%
Cc1ccc(S(=O)(=O)NC(C)(C)CN2CCC(Cc3ccccc3)CC2)cc1 | / | 0% | / | 3% | 6% | -40% | 2% | -1.0%
O=C(C(c1ccccc1)c1ccccc1)N1CCCc2ccccc21 | 5% | 5% | -1% | 13% | -8% | ? | -9% | 2.4%
CC1(C)CC(NNCCC#N)=CC(=[N+]2CCCC2)C1 | ? | -4% | 0% | -9% | ? | 16% | -8% | 3.7%
COc1cc(/C=N/n2cnnc2)ccc1OCc1ccccc1 | ? | -6% | 5% | 3% | 3% | 8%[46.1 µM] | -15% | -2.0%
CCOC(=O)CC(=O)CSc1nc(N)c(C#N)c(-c2ccc(F)cc2)c1C#N | ? | 5% | 1% | 5% | -23% | -16%[46.1 µM] | -15% | -2.5%
Cc1cccc2sc(N(CCN(C)C)C(=O)c3cc(Cl)sc3Cl)nc12 | 1% | -1% | 4% | -15% | 14% | -29% | -13% | -1.0%
CC(=O)N(C)C1=C(N2CCOCC2)C(=O)c2ccccc2C1=O | ? | -2% | 2% | 25% | -9% | 8%[46.1 µM] | -17% | -1.0%
Cc1ccccc1-n1nnnc1Sc1nnnn1-c1ccccc1 | 25µM* | -3% | -9% | 1% | 4% | -6%[46.1 µM] | -14% | 9.1%
Cc1nc2c(c(-c3ccccc3)c1C#N)C(=O)c1ccccc1-2 | ? | -5% | 0% | 0% | -7% | -6%[46.1 µM] | -19% | -0.2%
O=C1NC2(CCOc3ccccc32)C(=O)N1CC(=O)N(Cc1ccccc1)C1CCS(=O)(=O)C1 (configuration not stated) | 0% | -15% | ? | 5% | 7% | 1%[46.1 µM] | -7% | 0.0%
O=C(c1ccc(Cn2c(=S)[nH]c3cc4c(cc3c2=O)OCO4)cc1)N1CCN(c2ncccn2)CC1 | 0% | -3% | -5% | 10% | -11% | -7% | -28% | 1.3%
COc1ccc2[nH]cc(CCNc3ncncc3-c3ccccc3CN(C)C)c2c1 | -2% | 4% | / | 10% | / | / | -28% | -0.1%
CN1CCN(/N=C/c2nc(-c3cccc([N+](=O)[O-])c3)n3ccccc23)CC1 | ? | -7% | -1% | -8% | -3% | ? | ? | 0.0%
CN(CC(=O)NCc1ccc(Cl)cc1)S(=O)(=O)c1cccc2nsnc12 | -7% | 2% | -2% | 3% | 6% | -12%[46.1 µM] | -18% | 1.1%
COc1ccc(C2/C=C\CN(CC(C)C)CC(=O)N2Cc2ccc(F)cc2)cc1 (configuration not stated) | / | 4%&-11% | / | 4%&-2% | -1% | -10% | -10% | -2.3%
NC(=O)[C@@H]1CC2(CC(c3cccc(NC(=O)[C@H]4CCC(=O)N4)c3)=NO2)CN1C(=O)c1ccc(Cl)cc1 (some centres not stated) | / | 2% | / | 7% | -1% | 10% | -1% | -4.8%
